# HSF1 inh = HSF1 inhibition; NIH3T3-HGL HSE-luciferase, MG132-induced, luminescence 8 h; stronger effect = lower value; AID 2098; activity change, negative = inhibition, % at 7.5 µM (by protocol); hit rate 0.77% among 300,000;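 active = more than half of replicate wells show activity change below -50%, luminescence cut by over half; inconclusive = some wells, but at most half, below -50%; inactive = no replicate well below -50%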;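 note: luciferase reports HSF-1 transcriptional activity via heat shock element; 0% = median of DMSO wells and -100% = zero luminescence signal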
# aSyn UTR inh = 5' untranslated region of α-synuclein, MLPCN primary screen; alpha-synuclein 5'UTR reporter, inhibitor activity; inhibition, % (tested at 7.5 µM); hit rate 0.82% among 300,000; in the data active = inhibition above about 60%; inconclusive = no clear call, values can overlap the other calls;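 note: H4 neuroglioblastoma cells stably carrying SNCA 5'UTR luciferase fusion; 0% = DMSO wells and 100% = positive control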
# GSK3B inh = blocks human GSK3beta kinase activity. GST-GSK3beta kinase, ADP-Glo luminescence, 60 min; stronger effect = lower value. activity score (negative = inhibition), % at 10 µM. hit rate 0.038% among 300,000. P49841;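 active = more than half of replicate wells score below -50%, meaning over 50% inhibition versus plate controls; inconclusive = some replicates but at most half score below -50%; inactive = no replicate scores below -50%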;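 note: 0% = median DMSO wells and -100% = median GW8510 positive control wells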
# Target sequence (P49841 whole entry, looked up): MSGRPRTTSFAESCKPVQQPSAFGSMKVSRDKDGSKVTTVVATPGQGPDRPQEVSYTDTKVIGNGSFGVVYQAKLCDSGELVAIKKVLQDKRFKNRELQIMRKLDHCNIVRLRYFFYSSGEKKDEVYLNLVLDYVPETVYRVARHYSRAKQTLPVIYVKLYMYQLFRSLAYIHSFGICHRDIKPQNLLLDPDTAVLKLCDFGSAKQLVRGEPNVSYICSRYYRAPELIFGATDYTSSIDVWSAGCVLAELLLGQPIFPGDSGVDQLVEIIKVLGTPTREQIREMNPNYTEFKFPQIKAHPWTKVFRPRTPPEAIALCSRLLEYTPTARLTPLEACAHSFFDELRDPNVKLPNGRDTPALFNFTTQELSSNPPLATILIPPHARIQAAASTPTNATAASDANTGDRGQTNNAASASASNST
#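 Test system – GST-tagged human GSK3beta kinase, cell-free · Incubation – 60 min enzyme reaction, room temperature · Signal – ADP-Glo luminescence · Also added – peptide substrate and ATP at 25 µM · Controls – DMSO neutral wells and GW8510 at 20 µM as positive · Buffer or medium – Tris/MgCl2 kinase buffer · Measure – Luminescence-derived activity versus plate DMSO and GW8510 wells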
# GSK3 alpha inh = human GSK-3 alpha kinase inhibition. P49840. hit rate 0.1% among 320,000. inhibition, % at 10 µM. ADP-Glo luminescence, 60 min;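 in the data active = inhibition above about 50%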;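 note: GST-tagged GSK-3 alpha with peptide substrate and 25 µM ATP; 0% = DMSO neutral wells and 100% = GW8510 positive control wells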
# Target sequence (P49840 whole entry, looked up): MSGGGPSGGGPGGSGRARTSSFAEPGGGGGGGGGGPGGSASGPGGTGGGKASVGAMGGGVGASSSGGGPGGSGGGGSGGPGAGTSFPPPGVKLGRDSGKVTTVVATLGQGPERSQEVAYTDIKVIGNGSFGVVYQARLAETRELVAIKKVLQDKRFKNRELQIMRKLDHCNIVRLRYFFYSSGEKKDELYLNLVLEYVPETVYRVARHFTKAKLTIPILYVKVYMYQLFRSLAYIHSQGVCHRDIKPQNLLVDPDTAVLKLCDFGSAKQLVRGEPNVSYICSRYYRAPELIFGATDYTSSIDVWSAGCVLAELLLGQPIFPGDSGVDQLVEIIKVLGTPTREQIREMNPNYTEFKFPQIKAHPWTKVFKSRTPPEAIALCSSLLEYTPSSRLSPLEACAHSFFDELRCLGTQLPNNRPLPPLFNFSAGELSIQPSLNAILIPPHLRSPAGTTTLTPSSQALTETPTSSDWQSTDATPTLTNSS
# IEC-6 tox = IEC-6 cytotoxicity, counter-screen for KLF5 inhibitors | luminescence viability | inhibition, % at 5 µM | hit rate 0.78% among 290,000 | AID 1825; in the data active = inhibition above about 22%;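 note: 0% = plate median of test compound wells and 100% = cytotoxic reference compound wells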
# HSF-1 act = increases HSF-1 driven luciferase reporter signal; NIH3T3-HGL HSF-1 luciferase reporter, MG132, 8 h; 100% = twice DMSO control signal; activation, % at 9 µM; hit rate 1.7% among 300,000;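 active = mean replicate activation of at least 50% with a set share of replicates each reaching 50%; inconclusive = only one of those two conditions met; inactive = mean below 50% and too few replicates reaching it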;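 note: 0% = median of the neutral control wells and 100% = twice that signal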
# AI-2 QS mod = modulates the Vibrio harveyi AI-2 quorum sensing system; Vibrio harveyi JMH597 AI-2 luminescence/OD600 ratio, 9 h; stronger effect = lower value; strain lacks LuxN and CqsS sensors; 0 = neutral-control median; activity change, % at 7.5 µM; hit rate 0.4% among 300,000; in the data active = activity change below about -75%, passing the limit was not always enough; inconclusive = no clear call, values can overlap the other calls;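 note: luminescence divided by OD600 gain over 9 h not by final OD600 alone; inactives centre near 13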
# KLF5 inh = inhibitors of KLF5 expression; DLD-1 KLF5 promoter-luciferase reporter, luminescence; inhibition, % at 5 µM; hit rate 0.23% among 290,000; AID 1700;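 active = inhibition above a per-plate limit of that plate's mean compound inhibition plus 3 SD, cut at about 60% in these data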;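 note: 0% = DMSO wells and 100% = LY294002 at 200 µM; higher means less KLF5 promoter-driven luciferase light; inactives centre near -14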
# HSP90 refold inh = blocks HSP90-mediated luciferase refolding in reticulocyte lysate; Rabbit reticulocyte lysate, luciferase refolding luminescence, 3 h; inhibition, % at 5.6 µM; hit rate 0.91% among 290,000; AID 1789;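 active = inhibition above the screen-wide mean plus 3 SD, computed separately per campaign, cut at about 16% in these data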;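 note: 0% = DMSO wells and 100% = 60 µM geldanamycin wells; inhibitors lower the luminescence because luciferase stays unfolded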
# HIF act = HIF pathway transcriptional activation; U2OS HRE-luciferase reporter, luminescence; normalized: DMSO 0%, desferrioxamine 100%; activation, % at 7.5 µM (by protocol); hit rate 0.32% among 300,000;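 active = mean activation of at least 10% of the iron chelator positive control signal, with at least half of replicates also reaching 10%; inconclusive = mean and replicate majority disagree about reaching 10%; inactive = mean and most replicates under 10%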
# * = called active by the depositor; ? = inconclusive; . = no result given.
# Labels used below: A = HSF1 inh; B = aSyn UTR inh; C = GSK3B inh; D = GSK3 alpha inh; E = IEC-6 tox; F = HSF-1 act; G = AI-2 QS mod; H = KLF5 inh; I = HSP90 refold inh; J = HIF act
[1] COc1ccc(-c2[nH]c3ccccc3c2SCCNC(=O)c2ccccc2)cc1
  A: 1; B: -3; C: -1; D: 0; E: 15; F: -19; G: 15; H: -6; I: 5; J: 0.6

[2] CC(/C=C/c1ccccc1)=N\NC(N)=S
  A: 5; B: -100; C: 0; D: .; E: -3; F: 15; G: 24; H: -68; I: 3; J: 3.1

[3] Nn1c(Cc2cccc3ccccc23)nnc1SCC(=O)N1CC(=O)Nc2ccccc21
  A: 3; B: 13; C: 0; D: 5; E: -5; F: -5; G: 34; H: -5; I: 4; J: 0.0

[4] CCOC(=O)N1C=CC(C)=C[C@@H]2[C@@H](N3C(=O)c4ccccc4C3=O)C(=O)N21
  A: 1; B: 9; C: 2; D: -3; E: -7; F: -2; G: -6; H: -25; I: 1; J: -0.2

[5] CC(C)N(C(=O)COc1ccc(Br)cc1Cl)C(C)C
  A: 2; B: 2; C: 1; D: 0; E: 0; F: 0; G: 1; H: -3; I: -3; J: -0.6

[6] O=C(CCCCCCCCCCC(=O)NCc1cccnc1)NCc1cccnc1
  A: -4; B: -13; C: 2; D: -5; E: -3; F: -3; G: 16; H: -19; I: -1; J: -0.5

[7] CCCCNC(=S)NNC(=O)c1csc(C)c1
  A: 3; B: -63; C: 1; D: 0; E: -1; F: 19; G: 4; H: -53; I: -4; J: 0.1

[8] CSc1ccccc1NC(=O)CN(C)C(C)C(=O)Nc1ccc(C#N)cc1 (stereo unspecified)
  A: 2; B: -1; C: 1; D: -3; E: 1; F: 11; G: 30; H: -30; I: -2; J: -0.8

[9] Cc1cc(=O)oc2cc(Oc3ncccc3[N+](=O)[O-])ccc12
  A: 1; B: -53; C: 1; D: -3; E: -1; F: 9; G: 5; H: 2; I: 2; J: -0.3

[10] CC(C)CCNC(=O)NC(=O)COC(=O)/C=C/c1cc(Br)ccc1F
  A: 1; B: -13; C: 0; D: -4; E: -2; F: -7; G: 24; H: -21; I: 1; J: -0.1

[11] Cc1ccc(O)c(NC(=O)C2CC(c3c(F)cccc3Cl)=NO2)c1 (stereo unspecified)
  A: 15; B: 3; C: 0; D: 0; E: 2; F: 11; G: -34; H: -36; I: -3; J: -0.5

[12] Oc1ccccc1CNc1ccc(Br)cn1
  A: 29; B: -300; C: 2; D: .; E: 0; F: ?; G: 46; H: -139; I: -4; J: 5.9

[13] N#Cc1cnn2c1nc(N1CCCCC1)c1ccccc12
  A: -13; B: 64*; C: 0; D: 2; E: 2; F: -19; G: 20; H: 7; I: 2; J: 0.1

[14] CC(C)(CO)NC(=O)C(Cc1ccccc1)N1C(=O)c2ccccc2C1=O (stereo unspecified)
  A: 6; B: 1; C: 1; D: -1; E: -3; F: 12; G: 18; H: -27; I: -5; J: -0.1

[15] Cc1ccc(C(=O)NCC(=O)NC2CCCC2)cc1
  A: 0; B: -1; C: 0; D: -2; E: 0; F: -2; G: 15; H: -17; I: 1; J: 0.6

# 9 entries from above in a different format:
No.	SMILES	HSF1 inh	aSyn UTR inh	GSK3B inh	GSK3 alpha inh	IEC-6 tox	HSF-1 act	AI-2 QS mod	KLF5 inh	HSP90 refold inh	HIF act
6	O=C(CCCCCCCCCCC(=O)NCc1cccnc1)NCc1cccnc1	-4	-13	2	-5	-3	-3	16	-19	-1	-0.5
7	CCCCNC(=S)NNC(=O)c1csc(C)c1	3	-63	1	0	-1	19	4	-53	-4	0.1
8	CSc1ccccc1NC(=O)CN(C)C(C)C(=O)Nc1ccc(C#N)cc1 (stereo unspecified)	2	-1	1	-3	1	11	30	-30	-2	-0.8
9	Cc1cc(=O)oc2cc(Oc3ncccc3[N+](=O)[O-])ccc12	1	-53	1	-3	-1	9	5	2	2	-0.3
10	CC(C)CCNC(=O)NC(=O)COC(=O)/C=C/c1cc(Br)ccc1F	1	-13	0	-4	-2	-7	24	-21	1	-0.1
11	Cc1ccc(O)c(NC(=O)C2CC(c3c(F)cccc3Cl)=NO2)c1 (stereo unspecified)	15	3	0	0	2	11	-34	-36	-3	-0.5
12	Oc1ccccc1CNc1ccc(Br)cn1	29	-300	2	.	0	?	46	-139	-4	5.9
13	N#Cc1cnn2c1nc(N1CCCCC1)c1ccccc12	-13	64*	0	2	2	-19	20	7	2	0.1
14	CC(C)(CO)NC(=O)C(Cc1ccccc1)N1C(=O)c2ccccc2C1=O (stereo unspecified)	6	1	1	-1	-3	12	18	-27	-5	-0.1

# (next part)
# Labels used below: A = HSF1 inh; B = aSyn UTR inh; C = GSK3B inh; D = GSK3 alpha inh; E = IEC-6 tox; F = HSF-1 act; G = AI-2 QS mod; H = KLF5 inh; I = HSP90 refold inh; J = HIF act
[16] Cc1ccc(SCCn2nc(C(=O)O)c3ccccc3c2=O)cc1
  A: -6; B: -5; C: 2; D: -2; E: 1; F: -12; G: -62; H: -26; I: -1; J: 0.2

[17] CC(C)CC1c2[nH]c3ccccc3c2CCN1C(=O)CCC(=O)N(C)C (stereo unspecified)
  A: 9; B: 0; C: 4; D: -1; E: -4; F: 24; G: -9; H: -27; I: 1; J: 1.8

[18] COC(=O)[C@@H]1C[C@@H]2CC[C@@H](O)C[C@@H]2N1Cc1ccccc1OS(=O)(=O)c1ccc(C)cc1
  A: 3; B: -6; C: 1; D: -1; E: .; F: -11; G: -9; H: .; I: .; J: -0.4

[19] CCNS(=O)(=O)c1ccc2nc(NC(=O)c3cccnc3)sc2c1
  A: -38; B: -33; C: 2; D: -5; E: 4; F: -53; G: 27; H: -77; I: 29*; J: 0.6

[20] COc1ccc(C)cc1Nc1c2c(nc3ccccc13)CCC2
  A: -29; B: 68*; C: 1; D: 0; E: 88*; F: -41; G: 26; H: 62*; I: 6; J: 0.1

[21] O=C(CC1C(=O)NCCN1Cc1cccc(Oc2ccccc2)c1)NCCCn1cccn1 (stereo unspecified)
  A: 0; B: 2; C: -1; D: -5; E: -4; F: 1; G: 13; H: -20; I: -3; J: -0.2

[22] Cc1cc(C)nc(NNC(=O)NC2CCCCC2)n1
  A: 1; B: 1; C: 3; D: .; E: 2; F: 3; G: 24; H: -33; I: -3; J: -0.1

[23] COc1ccc(NC(=O)CN2C(=O)CSc3ncccc32)cc1
  A: -4; B: 6; C: 0; D: -1; E: 6; F: 0; G: 28; H: -13; I: -1; J: 0.4

[24] CC(OC(=O)c1ccco1)C(=O)NCc1cccs1 (stereo unspecified)
  A: -3; B: -19; C: 0; D: -3; E: -7; F: -14; G: 18; H: 0; I: -3; J: 0.2

[25] COc1ccc(OCc2nnc(SCC(=O)c3c(N)n(C)c(=O)n(C)c3=O)n2-c2ccccc2F)cc1
  A: -5; B: -2; C: 6; D: 7; E: 2; F: -17; G: 20; H: -23; I: 0; J: -0.9

[26] Fc1ccc(-c2nnc(SCc3ncc(-c4ccccc4)o3)n2CC2CCCO2)cc1 (stereo unspecified)
  A: -1; B: -7; C: 1; D: -7; E: -4; F: 23; G: -11; H: -12; I: 0; J: -0.1

[27] CCC(c1nnnn1Cc1ccc2c(c1)OCO2)N1CCN(c2ccc(OC)cc2)CC1 (stereo unspecified)
  A: 6; B: 8; C: 1; D: -2; E: 4; F: 5; G: 28; H: 11; I: 2; J: -2.4

[28] CN(C)S(=O)(=O)c1cccc(NC(=S)N/N=C/C(c2ccccc2)c2ccccc2)c1
  A: -7; B: 6; C: 1; D: 1; E: 2; F: 0; G: 17; H: -3; I: 1; J: 0.1

# Along the list, as entered above.
# Entries 18–28 in HIF act read -0.4, 0.6, 0.1, -0.2, -0.1, 0.4, 0.2, -0.9, -0.1, -2.4, 0.1
# Entries 18–28 in AI-2 QS mod read -9, 27, 26, 13, 24, 28, 18, 20, -11, 28, 17
# Entries 18–28 in IEC-6 tox read ., 4, 88*, -4, 2, 6, -7, 2, -4, 4, 2

# Screening results as filed in PubChem.

# This is a random part of the collection; 4.7% or so of the library scored in one or more.
